From PubChem BioAssay
GPR7 antag – blocks human GPR7 receptor signaling; P48145; GPR7-expressing cells, fluorescence antagonist assay; inhibition, % at 4.4 µM; actives 1.1% (n = 290,000); AID 1861; in the data active means inhibition above about 16%, passing the limit was not always enough;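 further: cells stimulated with the agonist NPW; 0% = agonist with vehicle and 100% = vehicle without agonist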
PHOSPHO1 inh – blocks human PHOSPHO1 phosphatase activity; recombinant PHOSPHO1, absorbance phosphatase assay; inhibition, % at 13.3 µM; actives 1.1% (n = 290,000); in the data active means inhibition above about 60%
NALP1 inh – inhibitors of NALP1 inflammasome in yeast. S. cerevisiae NALP1/ASC/caspase-1 growth, X-gal OD620, 72 h. inhibition, % at 10 µM. actives 0.61% (n = 280,000). AID 2071; in the data active means inhibition mostly above about 24%, no sharp cut-off; inactive means mostly below about 32%; further: some compounds called inactive have numbers as strong as hits
MEKK2mut PB1 HTS – signal of MEK5 binding to mutant human MEKK2 PB1 domain; bead flow cytometry, Alexa488-MEK5 binding to MEKK2 mutant; percent response, % at 10 µM; actives 0.35% (n = 290,000); AID 1530; in the data active means percent response above about 24%, passing the limit was not always enough; further: inactives centre near 1; some results filed as inactive read as strong as hits; reference of the scale not given here
MEKK3 PB1 HTS – MEKK3-MEK5 PB1 interaction, increase or decrease; Q99759; bead-based flow cytometry, Alexa488-MEK5 binding to MEKK3; actives lie on both sides; 0 = blocked by unlabeled MEK5, 100 = vehicle; binding response (% of control), % at 10 µM; actives 1.4% (n = 290,000); AID 1529;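 active means binding response more than 3 SD above or below the average of its plate-row segment, actives on both sides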;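 further: Alexa488 bead fluorescence after subtracting the streptavidin-only scavenger bead signal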
Target sequence (Q99759 whole entry, looked up): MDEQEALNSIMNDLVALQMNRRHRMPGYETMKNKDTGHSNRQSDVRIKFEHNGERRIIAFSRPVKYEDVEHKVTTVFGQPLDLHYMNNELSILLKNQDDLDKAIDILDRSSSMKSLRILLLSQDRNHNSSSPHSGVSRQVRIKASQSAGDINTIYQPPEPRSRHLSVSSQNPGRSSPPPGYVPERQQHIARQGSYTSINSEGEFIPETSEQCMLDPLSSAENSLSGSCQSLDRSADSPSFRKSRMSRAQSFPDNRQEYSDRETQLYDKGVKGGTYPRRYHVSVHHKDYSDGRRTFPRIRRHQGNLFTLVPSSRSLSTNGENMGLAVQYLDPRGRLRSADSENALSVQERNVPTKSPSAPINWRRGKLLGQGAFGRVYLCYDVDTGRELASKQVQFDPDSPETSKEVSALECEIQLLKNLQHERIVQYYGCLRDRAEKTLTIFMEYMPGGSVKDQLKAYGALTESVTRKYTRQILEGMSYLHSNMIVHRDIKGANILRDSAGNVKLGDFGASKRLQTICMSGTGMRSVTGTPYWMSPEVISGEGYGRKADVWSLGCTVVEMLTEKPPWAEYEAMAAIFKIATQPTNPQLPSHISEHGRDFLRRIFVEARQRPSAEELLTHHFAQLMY
GalR3 antag – human GalR3 antagonism | actives 0.44% (n = 360,000) | HEK293 GalR3-CNG cAMP membrane potential fluorescence; galR3 body fused to GalR1 C-terminus | O60755 | inhibition, % at 3 µM;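 active means inhibition above the screen-wide average plus 3 SD, cut at about 13% in these data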;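 further: forskolin and galanin both at EC90 stimulate the cells; cAMP rise reported by CNG channel membrane potential dye signal; 0% = forskolin plus galanin with DMSO and 100% = forskolin alone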
MEKK2 WT-MEK5 – raises or lowers MEK5 binding to wildtype human MEKK2 PB1 domain; Q9Y2U5; bead flow cytometry, Alexa488-MEK5 binding to MEKK2 WT; actives lie on both sides; binding response (% of control), % at 10 µM; actives 1.1% (n = 290,000); in the data active means binding response below about 67% or above about 130%
V1R ag counter – counter-screen for oxytocin receptor agonists: human V1a receptor agonists; P37288; CHO-V1R cells, Fluo-8 calcium fluorescence, agonist mode; 0% DMSO, 100% 3 nM vasopressin; activation, % at 3 µM; actives 0.25% (n = 320,000);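 active means activation above the mean activation of all tested compounds plus 3 SD, per screening run, cut at about 20% in these data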;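 further: signal is peak over basal fluorescence ratio across a 100 second FLIPR read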
OXTR ag – activates the human oxytocin receptor | P30559 | CHO-OTR cells, Fluo-8 calcium fluorescence; normalized: DMSO 0%, oxytocin 100% | activation, % at 3 µM | actives 0.32% (n = 320,000) | AID 2435;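 active means activation above the mean of all tested compounds plus 3 SD, cutoff set per screening run, cut at about 20% in these data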;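 further: peak over basal fluorescence ratio from a 100 s FLIPR kinetic read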
Target sequence (P30559 whole entry, looked up): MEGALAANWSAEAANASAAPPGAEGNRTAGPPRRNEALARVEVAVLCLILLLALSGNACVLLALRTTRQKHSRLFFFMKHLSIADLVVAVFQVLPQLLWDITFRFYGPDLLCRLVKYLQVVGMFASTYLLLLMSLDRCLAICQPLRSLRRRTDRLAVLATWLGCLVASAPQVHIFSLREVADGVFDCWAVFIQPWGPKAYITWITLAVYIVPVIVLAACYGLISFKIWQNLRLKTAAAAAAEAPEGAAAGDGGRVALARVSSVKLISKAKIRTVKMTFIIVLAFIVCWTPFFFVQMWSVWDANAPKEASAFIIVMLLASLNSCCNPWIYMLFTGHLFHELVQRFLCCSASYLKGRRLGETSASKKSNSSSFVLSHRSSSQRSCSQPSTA
* hit, by the source's call; / = not tested or not shown; & = joins results of further samples; [ ] = another dose, or the depositor's remark.

compound,GPR7 antag,PHOSPHO1 inh,NALP1 inh,MEKK2mut PB1 HTS,MEKK3 PB1 HTS,GalR3 antag,MEKK2 WT-MEK5,V1R ag counter,OXTR ag
Cc1nn(-c2ccccc2)c(=S)n1-c1ccccc1,17,-12,7,-2,101,-2,102,0.8,-0.2
COC(=O)Cc1ccc2sc(-c3ccccc3)nc2c1,-5,22,22,-2,98,-6,94,-0.9,-1.8
O=c1cc(CO)oc(C(Nc2ccccn2)c2ccc(C(F)(F)F)cc2)c1O (configuration not stated),-4,-23,-7,5,106,0,107,-0.1,0.4
Cc1ccc(/C=N/NC(=O)c2cccc([N+](=O)[O-])c2)o1,-4,-7,-35,4,133*,0,105,0.8,0.0
Clc1ccc2[nH]c3c(c2c1)CCc1cn[nH]c1-3,-10,56,0,2,107,-7,104,1.5,1.5
CCOC(=O)C(=CNc1ccc(NC2=NCC(C)(C)S2)cc1)C(=O)OCC,-8,16,2,-1,99,-8,102,0.7,-1.9
CC1(C)Cc2c(c(N3CCOCC3)nc3snc(Br)c23)CO1,-11,54,-27,-7,93,1,90,0.4,-1.9
CCOC(=O)C1CCCN(Cc2ccc(-c3ccccc3)cc2)C1 (configuration not stated),-8,30,28,2,103,-7,108,2.3,0.0
O=C(Cc1nnc(NC(=O)c2ccccc2)s1)N/N=C\c1ccc(O)c(O)c1,-3,24,-1,1,102,-9,99,0.3,-0.5
COc1ccc(NC(=O)C2CCOC(C)(C)C2)cc1 (configuration not stated),-1,6,15,-15,70,-4,55,0.5,0.6
COCCN1Cc2cccc(C(=O)Nc3c(C)cccc3C)c2C1=O,0,-16,13,-3,90,-3,91,-0.6,-0.9
CC(C)c1c(C(=O)N/N=C/c2cccc3ccccc23)nnn1-c1nonc1N,6,17,12,0,101,-3,100,2.6,0.5
Nc1nnc(SCC(=O)N2CCN(c3cccc(Cl)c3)CC2)n1-c1ccccc1,-8,/,/,-1,110,-4,99,-1.2,-0.3
CCN1CCN(CC(=O)N2c3ccccc3Sc3ccccc32)CC1,-11,/,10,0,99,-12,100,0.3,0.3
Cc1ccc(CNC(=O)CSc2nc3ccsc3c(=O)n2NC(=O)c2ccccc2)cc1,0,8,-4,2,105,-3,106,1.2,0.6
Cc1ccc(C(=O)NC(=S)Nc2ccc(N3CCOCC3)cc2)c(C)c1,-15,48,9,0,122,-6,111,9.1,3.5
CCN(C(=O)c1cc2cc3ccc(C)cc3nc2o1)c1ccc(OC)cc1,-12,-3,40,4,95,-2,104,1.1,-2.6
CCOC(=O)C1=C(C)N(C)C(=O)NC1c1ccc(C)s1 (configuration not stated),-13,12,6,-2,102,-6,102,-0.2,-1.7
CC(=O)c1ccc2noc(-c3ccc(Cl)cc3)c2c1,-6,-23,-4,-3,104,-7,97,-1.0,-1.6
CC(NC(=O)c1ccc(Cl)cc1)C(=O)N1CCCCC1 (configuration not stated),-12,-2,-7,/,/,/,/,0.5,-0.4
Cc1cc([N+](=O)[O-])nn1CCCC(=O)Nc1cc(Oc2ccc(F)cc2)cc([N+](=O)[O-])c1,5,-2,27,2,109,-13,109,1.0,-0.6
COc1ccc(Cc2[nH]n3c(=O)c(Cl)c(C)nc3c2-c2ccccc2)cc1,0,12,29,14,105,-2,107,1.4,-0.2
Cc1noc(NS(=O)(=O)c2ccc(N/C=C\C(=O)c3ccncc3)cc2)c1C,2,-7,10,-1,106,2,100,0.6,0.8
COc1ccc(-c2noc(CCC(=O)Nc3ccc(C)c(C)c3)n2)cc1,18,-17,36,-22,0.0*[inhibitor],6,-7.0*[inhibitor],5.9,5.9
COc1cccc(-n2c(C)c3c(OC)cccc(=O)c3c2C)c1,-1,26,10,-2,100,10,92,-0.4,-0.5
Cc1ccc2c(c1)N(C(=O)CCC(=O)NC1CCCCCC1)CCO2,-1,10,10,-1,99,/,98,-1.2,-1.4
Cc1ccc2nc3c(cc(C(=O)NC4CCCCC4)c(=N)n3C3CCCCC3)c(=O)n2c1,-18,39,3,2,101,1,98,-0.4,-1.1
ClCc1nc2ccccc2n1Cc1ccccc1,19,/,-24,6,99,-7,128,0.9,1.5
O=C(CCn1nnc2ccccc2c1=O)NCC1CCC(C(=O)O)CC1 (configuration not stated),-3,-5,21,-1,104,-3,95,1.0,-1.2
Cc1ccc(S(=O)(=O)N(CCCO)Cc2cc3c(C)ccc(C)c3[nH]c2=O)cc1,1,0,11,-12,90,-5,-2.0*,-0.1,1.4

Further entries:
compound,GPR7 antag,PHOSPHO1 inh,NALP1 inh,MEKK2mut PB1 HTS,MEKK3 PB1 HTS,GalR3 antag,MEKK2 WT-MEK5,V1R ag counter,OXTR ag
Cc1ccc(-n2nnnc2SCC(=O)c2cc(C)n(-c3cc(C)on3)c2C)c(C)c1,-1,75*,12,-4,93,-4,91,-0.4,0.0
Cn1c(C(=O)Nc2ccc3c(c2)OCCO3)cc2sccc21,-2,8,16,4,102,-8,103,-1.7,-2.4
CCOc1c(Br)cc(CNc2ccc(N3CCOCC3)cc2)cc1OC,-10,38,/,10,102,0,104,0.6,1.9
CCN(CC)c1ccc(NS(=O)(=O)c2ccc(-c3ccc(=O)[nH]n3)o2)c(C)c1,12,32,20,-4,96,-2,97,1.1,-0.7
COc1ccc(CCNC(=O)c2cc3ccccc3oc2=O)cc1,2,3,-6,2,101,8,102,0.5,-0.3
O=C1c2ccccc2C(O)N1c1ccc(Cl)cc1 (configuration not stated),-14,3,11,0,97,/,104,1.3,0.2
CCCCC(=O)/C=C/n1c(=S)oc2ccccc21,-16,-21,17,-1,113,9,106,0.3,-0.8
CCOC(=O)c1ccccc1NC(=O)c1ccc2nc[nH]c2c1,-17,1,11,2,103,-8,111,0.8,-0.7
CC(=O)Oc1c(C(=O)c2nnc(C)o2)c(=O)n(C)c2ccccc12,3,7,21,-3,96,-11,97,1.4,-0.4
O=C(OCC(=O)N1CCN(C(=O)c2ccco2)CC1)c1sc2cc(F)ccc2c1Cl,-10,-37,18,1,94,0,95,1.1,1.9
COc1ccc(NC(=O)CCCCCN2C(=O)CCC2=O)cc1Cl,-9,8,-9,1,99,-4,98,-0.5,-1.0
Cc1cc(C)nc(-n2ncc3c2CC(c2cccc(Cl)c2)CC3=O)n1 (configuration not stated),-3,36,8,0,111,-7,104,0.3,0.2
O=C(CCc1ccccc1)N1CCN(CCO)CC1,0,-9,2,2,103,6,100,0.2,0.9
CS(=O)(=O)N1CCN(c2ccccc2NC(=S)NC(=O)c2ccco2)CC1,-5,15,6,3,101,0,100,1.4,4.0
O=C(Nc1nccs1)C1CCN(S(=O)(=O)c2cccnc2)CC1,/,4,-8,2,107,6,101,1.0,0.5
COC(=O)c1ccc(-c2nc3cc(N)ccc3o2)cc1,61*,-14,-63,9,98,-2,101,1.4,2.6
CC1=C(C(=O)OC(C)C)C(c2ccco2)NC(=O)N1 (configuration not stated),-6,-2,11,3,96,-1,99,0.7,0.1
CCOc1ccc(Nc2nc(Cc3nnc(SCC(=O)N(CC)CC)n3C)cs2)cc1,-15,-1,-12,1,96,-5,98,0.4,0.8
CC(NC(=O)CCc1c[nH]c2ccccc12)c1ccccc1 (configuration not stated),-14,/,-19,4,103,-6,107,0.0,-0.1
CCOc1c(C#N)c(C#N)c2nc(C)cc(C)n12,7,16,-2,16,113,-4,114,1.1,0.1
CCOC(=O)C(=CNc1ncccc1C)C(=O)OCC,-2,-5,0,4,101,-5,97,-0.2,-2.3
O=C(Cc1cc(=O)[nH][nH]1)N/N=C/c1c(Cl)cccc1Cl,-6&-9,-9&-5,-2&9,-4&0,89&127,3&-1,92&102,-0.7&0.9,0.5&-0.4
CC(/C=C\c1cccnc1)=C/C(=O)O,25&2,4&8,6&12,-19&6,85&106,-2&-2,91&103,3.4&0.9,0.6&0.6
Cc1cc(=O)n2cccc(O)c2n1,0,24,4,-8,99,0,88,-0.4,-0.2
CC1=NN(c2ccccc2)C(=O)/C1=C\c1cn(CCC#N)nc1-c1ccc(Cl)cc1,-10,3,27,-2,94,-3,92,-0.5,-0.6
O=C(NCc1ccccc1C(F)(F)F)C1CC(O)CN1C(=O)Nc1ccccc1 (configuration not stated),-2,30,14,1,107,-7,108,1.2,-1.3
Cc1ccc(NC(=S)N(CCN(C)C)C(C)c2cccnc2)c(C)c1 (configuration not stated),3,-15,10,4,103,8,104,0.5,0.0
O=S(=O)(NCCN1CCCC1)c1ccc(Cl)cc1,29,29,28,4,103,-9,112,0.9,-0.1
COc1ccc(-n2c(SCC#N)nc3ccccc3c2=O)cc1,1,-3,33,-1,100,-2,96,-0.7,-1.3
Cc1cc(C)c(NS(=O)(=O)c2ccc3c(c2)NC(=O)C(C)C(=O)N3)c(C)c1 (configuration not stated),-3,7,1,1,100,/,103,1.9,1.5

Molecules from the list above with a CF3 group, in the order listed:
compound,GPR7 antag,PHOSPHO1 inh,NALP1 inh,MEKK2mut PB1 HTS,MEKK3 PB1 HTS,GalR3 antag,MEKK2 WT-MEK5,V1R ag counter,OXTR ag
O=c1cc(CO)oc(C(Nc2ccccn2)c2ccc(C(F)(F)F)cc2)c1O (configuration not stated),-4,-23,-7,5,106,0,107,-0.1,0.4
O=C(NCc1ccccc1C(F)(F)F)C1CC(O)CN1C(=O)Nc1ccccc1 (configuration not stated),-2,30,14,1,107,-7,108,1.2,-1.3

New compounds follow:
compound,GPR7 antag,PHOSPHO1 inh,NALP1 inh,MEKK2mut PB1 HTS,MEKK3 PB1 HTS,GalR3 antag,MEKK2 WT-MEK5,V1R ag counter,OXTR ag
COC(=O)c1ccc(NC(=O)CN(C)S(=O)(=O)c2ccc(OC)c(C)c2)cc1,12,20,18,3,103,-5,102,5.5,3.3
Cc1ccc(-n2ncc(N(C)C)c(Cl)c2=O)cc1,-11,-22,-5,/,/,6,/,0.9,-0.5
Cc1nnc(N2C(=O)C(=O)/C(=C(/O)c3ccc4c(c3)OCCO4)C2c2ccc(F)cc2)s1 (configuration not stated),-1,16,0,2,99,1,97,-0.2,-0.3
O=C(NCCN1CCOCC1)c1csc2c1CCCC2,2,16,/,3,100,-2,99,0.3,1.0
CCCCCc1c(C)nc(N2CCN(Cc3ccc4c(c3)OCO4)CC2)[nH]c1=O,-10,-5,14,7,98,-10,97,0.7,0.7
Cc1c(C)c2cc(Cl)c(OCc3nn[nH]n3)cc2oc1=O,-11,12,16,12,106,0,108,0.7,0.1
O=C(c1ccc(Cl)cc1)c1ccc(OCC(O)CN2CCCCC2)cc1 (configuration not stated),2,2,-4,5,104,-8,112,4.0,5.9
Cc1nc(NCc2ccccc2)sc1C(=O)Nc1ccccc1,3,68*,16,3,112,0,104,-1.4,-2.7
CCOC(=O)C(C)Sc1ccc2nnc(-c3ccc(F)cc3)n2n1 (configuration not stated),0,14,18,3,100,-7,100,-1.1,-0.8
C=CCOc1ccc(CN(C)Cc2nc3cc(C(F)(F)F)ccc3c(=O)[nH]2)cc1,-2,32,-11,/,/,1,/,-1.8,-2.6
O=C(/C=C/c1ccco1)NC(=S)Nc1ccc(Cl)cn1,10,38,17,-10,88,3,86,-0.8,-1.8
Nc1ccc(CSc2ccc(Cl)cc2)cc1,-4,32,6,0,101,-6,98,1.4,-1.5
O=C1CSC(c2ccccn2)N1c1ccc(Br)cc1 (configuration not stated),-17,-13,-1,-1,98,-2,98,0.0,-0.1
O=C(C1=C[C@@H](c2coc3ccccc3c2=O)C[C@@H](OCCCCO)O1)N1CCN(Cc2ccccc2)CC1,3,30,-11,4,104,-3,98,-0.1,-1.8
COc1ccc(NC(=O)N2CCCC2C(=O)NCc2ccc(F)cc2)cc1 (configuration not stated),4,9,-73,5,120,-2,103,0.1,0.8
